Compound activity from PubChem.
aSyn rescue: rescues yeast growth from alpha-synuclein toxicity. Potency, µM (top dose mostly 46.1 µM), without a hit: at the top dose growth rescue (activation), usual class: activators. 0.14% of 370,000 active. Yeast expressing alpha-synuclein, growth rescue, BacTiter-Glo, 24 h; further: potency means the concentration at half of the fitted maximal effect; % of control where 0% means no effect; nearly all actives have a fitted effect of over 65% in size
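Rescue of yeast growth: cells expressing toxic alpha-synuclein, induced in galactose at OD600 0.02, incubated with compound 24 h at 30 C. ATP luminescence quantified growth; inhibitors of toxicity appear as activators.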
EPAC1 antagonist: antagonists of human EPAC1; O95398; EPAC1 GEF assay, Rap1b-BODIPY-GDP exchange fluorescence; Potency, µM (top dose mostly 115 µM), for inactives: at the highest dose activity change, negative = inhibition, usual class: inhibitors; 0.14% of 360,000 active; AID 720709;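 further: potency means the concentration at half of the fitted maximal effect; plate controls were vehicle for no effect and positive control for full effect; nearly all actives have a fitted effect of over 50% in size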
Abeta yeast res: A-beta toxicity reversal in yeast; yeast expressing A-beta42, growth rescue, OD600, 48 h; response scale: 0% DMSO, 100% iron-clioquinol control; Potency, µM (doses to about 46.1 µM), without a hit: top-dose growth rescue, actives largely listed as activators; 0.063% of 410,000 active; further: potency means the concentration at half of the fitted maximal effect; nearly all actives have a fitted effect of over 55% in size
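Growth rescue measured by 600 nm absorbance after 48 h yeast culture at 30 C with compound. Values normalized between DMSO and an equimolar ferric chloride plus clioquinol control.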
PLK1 PBD inh: inhibitors of human PLK1 polo-box domain binding; P53350; Plk1 PBD binding of FITC phosphopeptide, fluorescence polarization; Potency, µM, without a hit: max response, negative = inhibition, actives largely listed as inhibitors; 2.8% of 360,000 active; AID 720504; further: potency means the concentration at half of the fitted maximal effect; series mostly up to about 57 µM; on the % scale 0 is the no-effect control and ±100 the full control effect; nearly all actives have a fitted effect of over 65% in size
Target sequence (P53350 whole entry, looked up, the tested form may be a part): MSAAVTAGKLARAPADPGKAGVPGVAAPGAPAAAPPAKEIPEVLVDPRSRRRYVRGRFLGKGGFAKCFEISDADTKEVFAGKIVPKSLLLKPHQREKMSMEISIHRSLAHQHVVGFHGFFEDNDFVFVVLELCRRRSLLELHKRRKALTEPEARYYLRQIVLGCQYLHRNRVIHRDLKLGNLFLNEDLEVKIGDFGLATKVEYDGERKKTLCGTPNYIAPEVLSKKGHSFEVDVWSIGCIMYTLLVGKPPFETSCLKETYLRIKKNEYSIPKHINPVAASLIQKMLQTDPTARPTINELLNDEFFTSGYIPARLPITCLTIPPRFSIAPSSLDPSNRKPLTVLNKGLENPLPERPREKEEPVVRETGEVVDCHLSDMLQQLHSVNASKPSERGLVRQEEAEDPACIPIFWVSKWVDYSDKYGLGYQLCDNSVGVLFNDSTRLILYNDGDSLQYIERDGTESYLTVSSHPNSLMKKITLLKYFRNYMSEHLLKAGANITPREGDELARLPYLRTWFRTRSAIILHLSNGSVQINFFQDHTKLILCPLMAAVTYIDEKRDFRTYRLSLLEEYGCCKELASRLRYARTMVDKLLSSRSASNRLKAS
EPAC1 agonist: agonists of human EPAC1; EPAC1 agonist qHTS, biochemical assay; response scale: 100% = response to 6.5 mM cAMP; O95398; AID 720707; Potency, µM (series often up to 154 µM), inactives show top-dose activation, actives largely listed as activators; 0.073% of 360,000 active; further: potency means the concentration at half of the fitted maximal effect; nearly all actives have a fitted effect of over 60% in size
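Compounds were pinned as a concentration titration into mixtures of EPAC1 (100 nM), BODIPY-GDP-loaded Rap1B (250 nM) and GDP (50 uM). After 5 min at room temperature, fluorescence was followed for 30 min; activity was scaled to 6.5 mM cAMP.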
FUS suppressor: FUS proteinopathy suppression in yeast; S. cerevisiae FUS-expressing, growth rescue, OD600, 24 h; Potency, µM (series often up to 76.6 µM), without a hit: at the highest dose growth rescue (activation), usual class: activators; 0.24% of 390,000 active; AID 1347120;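 further: potency means the concentration at half of the fitted maximal effect; plate controls were DMSO vehicle for no effect and reference control for full effect; nearly all actives have a fitted effect of over 55% in size; some results filed as inactive show a strong effect at the top dose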
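Cultures pregrown in 2.5% raffinose medium are shifted to minimal medium containing 2% galactose to express toxic FUS. Compounds are tested at several concentrations. After 24hr at 30C, growth is quantified at 600 nm absorbance.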
PI5P4K alpha inh: PI5P4K alpha (human) kinase inhibition; max response, %; 1.2% of 330,000 active; AID 652105; P48426; PI5P4Kalpha enzyme, ADP-Glo luminescence, 60 min; active compounds read low; active means max response of -50% or lower; inconclusive means between -30% and -50%; inactive means -30% or higher; further: value at the top dose of about 77 µM; on the % scale 0 is the no-effect control and ±100 the full control effect
Target sequence (P48426 whole entry, looked up): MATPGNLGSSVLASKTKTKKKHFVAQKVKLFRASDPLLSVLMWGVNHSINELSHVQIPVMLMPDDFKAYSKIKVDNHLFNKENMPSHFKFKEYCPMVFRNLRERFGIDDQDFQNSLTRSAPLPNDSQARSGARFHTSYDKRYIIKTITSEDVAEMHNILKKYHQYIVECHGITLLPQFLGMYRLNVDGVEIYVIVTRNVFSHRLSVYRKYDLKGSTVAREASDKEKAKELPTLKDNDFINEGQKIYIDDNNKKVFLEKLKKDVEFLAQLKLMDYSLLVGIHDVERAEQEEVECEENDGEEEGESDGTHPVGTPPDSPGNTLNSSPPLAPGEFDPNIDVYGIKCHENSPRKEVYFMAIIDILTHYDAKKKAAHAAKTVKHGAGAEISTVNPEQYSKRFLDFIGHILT
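PI5P4Kalpha ADP-Glo assay; 5 microM ATP final; 60 min RT reaction; HEPES pH 7.4/EGTA/CHAPS, 5% DMSO; controls lacking substrate or enzyme; luminescent end-point.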
WRN inhibitor: inhibitors of human WRN helicase; Q14191; WRN helicase unwinding, fluorescent forked duplex, kinetic; Potency, µM (titrated, usually from 114 µM), for inactives: at the top dose activity change, negative = inhibition, hits mostly inhibitors; 0.46% of 360,000 active; AID 651768; further: potency means the concentration at half of the fitted maximal effect; on the % scale 0 is the no-effect control and ±100 the full control effect; nearly all actives have a fitted effect of over 55% in size
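Screening of the MLSMR collection measured strand separation of a quenched forked DNA duplex (100 nM) by 20 nM WRN with 2 mM ATP, all final. Compounds were preincubated with enzyme 15 min at room temperature.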
IL2 activator: IL-2 activation | AID 652025 | activation, % (series mostly up to about 46 µM) | 0.065% of 360,000 active | IL-2 activation reporter assay, cell-based qHTS; stimulated with anti-CD3/CD4/CD28 beads; in transgenic mouse T cells; in the data active means activation above about 50%; inconclusive means mostly about 30% to 49%; further: 0% is about no effect
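Unstimulated transgenic mouse T cells preincubated 60 min with compound, then stimulated with anti-CD3/anti-CD4-coated beads plus anti-CD28 for 18 h at 37 degrees C. IL-2 response read as EGFP and DsRed fluorescence by plate cytometry.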
Active calls of the source: *; u = inconclusive; x = not tested or not shown; & = joins results of further samples; [ ] = another dose, or the depositor's remark. Unless noted, the call rests on the fitted dose curve; in most records, active means well fitted curve in the direction sought with a large enough effect; inconclusive means small, poorly fitted or top-dose-only effect, or another doubt; inactive means no such curve, though single readings can be large; an effect the other way counts as inactive or inconclusive.

Screens in order: Abeta yeast res	EPAC1 antagonist	PLK1 PBD inh	EPAC1 agonist	PI5P4K alpha inh	IL2 activator	aSyn rescue	FUS suppressor	WRN inhibitor
1) Cc1ccc(S(=O)(=O)Nc2ccccc2CNC2CCCCC2)cc1
    6.3%	11.0%	2.4%	-9.7%	5.8	-1.9	-2.9%	16.3%	8.1%
2) O=C(N/N=C/c1ccccc1[N+](=O)[O-])c1ccc(CN2CCOCC2)cc1
    5.8%	6.5%	-10.3%	2.5%	4.5	-1.5	-0.1%	11.3%	-4.5%
3) Cc1ccc(C(=O)NCCc2nnc3ccc(SCC(=O)N4CCCCC4)nn23)cc1
    -7.7%	3.7%	-10.2%	8.8%	10.2	-4.3	-3.0%	x	-24.6%
4) Cc1ccc(C)c(Nc2nc3ccccc3[nH]2)c1
    -10.5%	-20.9%	-1.5%	1.5%	-0.5	-0.2	0.3%	12.5%	4.1%
5) Cc1ccc(Cl)cc1N1CCN(C(=O)c2noc(C(C)C)c2[N+](=O)[O-])CC1
    0.4%	-0.6%	16.2%	-1.7%	3.7	-3.6	-2.3%	u	-4.9%
6) CC1=C(c2ccc(C)cc2)S(=O)(=O)N(CC(=O)O)C1=O
    13.2%	1.2%	-1.4%	0.1%	x	-1.8	8.5%	4.1%	7.2%
7) COc1ccc(C2CC(c3cccs3)=NN2S(C)(=O)=O)cc1OC (stereo unspecified)
    -7.6%	-4.1%	-4.4%	4.6%	6.1	-0.3	8.2%	2.6%	-14.1%
8) O=S(=O)(c1ccc(F)cc1)N1CCN(C(=S)NCc2ccccc2)CC1
    14.2%	-13.4%	0.6%	-0.6%	0.5	0.1	-0.2%	12.3%	-12.5%[57.1 µM]
9) CC[C@@H](NC(=O)[C@@H](Cc1ccccc1)NC(=O)CC[C@H]1O[C@@H](n2ccc(=O)[nH]c2=O)[C@H](O)[C@@H]1O)c1ccccc1
    -16.7%	5.4%	-5.9%	7.3%	0.0	0.2	-3.3%	-3.8%	2.3%
10) Cc1c(C)c2c(OCC(=O)N3CCC(C(=O)NCC(C)C)CC3)cc3c(c2oc1=O)CCC(C)(C)O3
    1.4%	25.2%	-10.0%	7.5%	-3.2	-0.2	-5.3%	6.2%	-0.2%
11) Cc1ccc(N2CC(C(=O)OCC(=O)c3ccc[nH]3)CC2=O)cc1 (stereo unspecified)
    -4.0%	8.9%	-3.4%	4.2%	-21.2	-1.1	1.4%	22.4%	0.2%
12) COc1ccc(CCNC(=O)COC(=O)CCC(=O)c2ccc(F)cc2)cc1OC
    -4.7%	-9.6%	-0.4%	-4.7%	15.8	-2.5	4.6%	-18.1%	4.7%
13) Cc1ccc(Nc2nnc(SC(C)C(=O)NCC3CCCO3)s2)cc1C (stereo unspecified)
    -4.4%	-11.1%	-1.2%	-2.7%	0.3	-0.3	-11.7%	22.7%	-27.1%
14) Fc1ccc(N=Cc2ccc[nH]2)cc1
    8.4%	3.2%	-2.5%	2.3%	8.3	-3.8	0.1%	-17.0%	-7.2%
15) S=c1[nH]nc(COc2ccccc2)n1/N=C/C=C/c1ccccc1
    -2.6%	4.0%	-14.4%	8.5%	1.6	0.9	-2.3%	-0.3%	3.6%
16) Cc1onc(-c2ccccc2)c1C(=O)NNC(=S)NC(=O)c1ccc(Cl)cc1Cl
    u	1.8%	-8.1%	-8.7%	-24.3	3.5	16.5%	x	-20.5%
17) CC(=O)Oc1ccc(N(C(C)=O)S(=O)(=O)c2cccs2)cc1
    2.8%	8.1%	-5.6%	-1.0%	x	-1.0	5.5%	3.2%	4.6%
18) COc1cccc(OCC(O)CN2CCc3ccccc3C2)c1 (stereo unspecified)
    0.9%	-8.8%	-8.0%	1.4%	4.3	-3.2	4.5%	4.3%	-5.1%
19) CCOC(=O)c1sc(N=NC2=C(O)CC(C)(C)CC2=O)c(C(=O)OCC)c1C
    2.5%	13.0%	-4.2%	-5.2%	3.4	1.0	0.7%	3.8%	3.6%
20) CCc1ccc(N2CC(C(=O)Nc3cccc(S(=O)(=O)N4CCCC4)c3)CC2=O)cc1 (stereo unspecified)
    16.1%	-14.7%	-7.5%	17.1%	3.5	-4.3	-11.2%	32.6%	-8.7%

Gathered by group: those above containing an aryl thioether with sulfur outside any ring
Screens in order: Abeta yeast res	EPAC1 antagonist	PLK1 PBD inh	EPAC1 agonist	PI5P4K alpha inh	IL2 activator	aSyn rescue	FUS suppressor	WRN inhibitor
3) Cc1ccc(C(=O)NCCc2nnc3ccc(SCC(=O)N4CCCCC4)nn23)cc1
    -7.7%	3.7%	-10.2%	8.8%	10.2	-4.3	-3.0%	x	-24.6%
13) Cc1ccc(Nc2nnc(SC(C)C(=O)NCC3CCCO3)s2)cc1C (stereo unspecified)
    -4.4%	-11.1%	-1.2%	-2.7%	0.3	-0.3	-11.7%	22.7%	-27.1%

Compound profiles (already shown). Values in the order: Abeta yeast res | EPAC1 antagonist | PLK1 PBD inh | EPAC1 agonist | PI5P4K alpha inh | IL2 activator | aSyn rescue | FUS suppressor | WRN inhibitor
O=S(=O)(c1ccc(F)cc1)N1CCN(C(=S)NCc2ccccc2)CC1 in the list: 14.2% | -13.4% | 0.6% | -0.6% | 0.5 | 0.1 | -0.2% | 12.3% | -12.5%[57.1 µM]
CCc1ccc(N2CC(C(=O)Nc3cccc(S(=O)(=O)N4CCCC4)c3)CC2=O)cc1 (stereo unspecified) in the list: 16.1% | -14.7% | -7.5% | 17.1% | 3.5 | -4.3 | -11.2% | 32.6% | -8.7%

More structures:
Screens in order: Abeta yeast res	EPAC1 antagonist	PLK1 PBD inh	EPAC1 agonist	PI5P4K alpha inh	IL2 activator	aSyn rescue	FUS suppressor	WRN inhibitor
21) CCOc1ccc(/C=N/n2c(C)nc3ccccc3c2=O)cc1
    -15.2%	-4.5%	-7.5%	-9.4%	0.0	-2.7	-0.5%	-40.9%	-1.6%
22) CC/C(=C(/c1ccccc1)c1ccc(OCC[N+](C)(C)C)cc1)c1ccccc1
    -66.1%[inhibitor]	-1.5%	-8.5%	-7.0%	0.6	-0.2	-4.6%	x	-4.7%
23) CC(C)C(=O)c1c(C(C)C)nn2ccccc12
    15.7%	-25.6%	-4.7%	-0.3%	-0.7	-0.5	-3.4%&3.9%	-21.8%	-3.6%
24) COc1ccc(S(=O)(=O)NNC(=O)c2cc3cc4ccccc4nc3s2)cc1
    10.0%	-2.9%	-22.8%	16.7%	-2.8	-3.1	-1.3%	10.6%	-22.9%
25) Cn1c(COc2ccc(Br)cc2)nnc1SC1CCc2ccccc2C1=O (stereo unspecified)
    -18.1%	-14.0%	-24.3%	4.9%	-4.4	1.7	21.6%	x	u
26) Cc1cc(F)ccc1S(=O)(=O)Nc1ncnc2sccc12
    9.9%	-24.4%	21.2µM*	-4.8%	-8.6	6.4	0.5%	-7.4%	8.8%[57.1 µM]
27) Cc1nn(Cc2ccccc2)c(Cl)c1/C=C/C(=O)OCC(=O)N(C)C1CCS(=O)(=O)C1 (stereo unspecified)
    -0.6%	-11.8%	-15.6%	0.4%	-7.5	1.0	-8.5%	12.5%	7.6%[57.1 µM]
28) COc1cc2c(cc1OC)-c1nc3ccccc3c(=O)n1C(C)(C)C2
    -14.6%	-1.5%	-7.3%	18.9%	x	-2.7	-4.0%	15.5%	7.7%
29) CN(c1ccccc1)S(=O)(=O)c1ccc(NC(=O)c2ccccc2C(=O)O)cc1
    -23.8%	10.0%	-18.7%	5.3%	-7.5	-0.3	-1.3%	11.5%	2.1%
30) C=CCN1N=C(/C=C/c2ccccc2)CCC1=O
    1.9%	14.9%	-24.8%	9.7%	1.4	0.4	-0.6%	3.8%	-1.6%
31) Cc1ccc(-c2noc(CCC(N)=O)n2)cc1
    6.4%	-10.6%	-5.1%	0.0%	-0.3	-1.0	-6.1%	7.6%	9.4%
32) Cn1c(=O)c([N+](=O)[O-])c(N2CCN(Cc3ccc4c(c3)OCO4)CC2)c2ccccc21
    -10.2%	-4.8%	-2.5%	1.9%	8.7	-0.8	1.6%	-4.2%	u
33) COc1cc2c(cc1OC)-c1cc(OCCN3CCOCC3)nc(=O)n1CC2
    -6.9%	13.4%	5.5%	-1.8%	x	-0.2	-8.6%	33.2%	-21.3%
34) O=C(Nc1ccc(C2=NCCN2)cc1)c1ccc(C(=O)Nc2ccc(C3=NCCN3)cc2)c([N+](=O)[O-])c1
    -48.9%[inhibitor]	12.6%	7.6%	6.1%	-28.4	0.8	-9.3%	19.4%	u
35) CC(=O)c1c(C)nc2cc(Cl)ccc2c1N
    4.6%	-1.0%	-0.5%	-13.5%	1.8	-2.5	8.4%	x	-16.8%
36) Fc1ccc(CSc2nncn2NCc2ccc3c(c2)OCO3)cc1
    -2.0%	-12.2%	-4.6%	5.9%	-0.7	1.2	-2.7%	33.6%	-15.4%
37) Cc1nnc(SCC(=O)NC23CC4CC(CC(C4)C2)C3)n(N)c1=O
    10.3%	-5.4%	-1.6%	-1.6%	-7.9	0.4	-0.4%	-8.7%	-1.1%
38) O=c1[nH][nH]c(=S)n1C1CCCCC1
    14.2%	19.7%	2.99µM*	-2.2%	-69.4*	0.3	-11.6%	2.6%	56.2µM*
39) S=C(c1ccc2c(c1)OCO2)N1CCN(c2cccc(Cl)c2)CC1
    21.9%	-5.2%	9.47µM*	3.9%	-8.5	-0.6	8.4%	-1.4%	-9.0%
40) Cc1cccc(Cn2c(SCCO)nc3c2c(=O)n(C)c(=O)n3C)c1
    11.3%	10.0%	-4.6%	-3.0%	-4.6	0.1	-1.0%	13.6%	6.8%
41) COc1ccc(-c2nc3c(C)cc(Br)cn3c2Cc2ccsc2)cc1OC
    -1.8%	-13.5%	2.2%	8.7%	-2.1	-0.4	3.6%	40.0%	-10.8%
42) COCCNC(=O)C1(C)CCCN(C(=O)c2cccnc2SC)C1 (stereo unspecified)
    2.0%	8.7%	-2.9%	-13.8%	1.3	-0.3	-2.9%	-12.0%	1.1%
